# Screening results deposited in PubChem BioAssay by The Scripps Research Institute Molecular Screening Center.
# CHRM1 PAM: human CHRM1 positive allosteric modulation | P11229 | CHO-K1 hM1, Fluo-8 calcium fluorescence, ACh EC20; 0% = ACh EC20, 100% = maximal ACh | activation, % at 3 µM | 360,000 tested, 0.088% active; in the data active = activation above about 19%, passing the limit was not always enough
# M4 ag: agonists of human muscarinic M4 receptor (CHRM4); activation, % at 3 µM; P08173; CHO-K1 hM4/Gqi5, Fluo-8 calcium fluorescence; vehicle 0%, full acetylcholine response 100%; AID 624127; 360,000 tested, 0.14% active;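 active = activation above the run mean over all test wells plus 3 SD, cut at about 32% in these data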;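 also: peak over basal fluorescence ratio per well then scaled between controls; 0% = DMSO wells and 100% = acetylcholine at EC100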
# Target sequence (P08173 whole entry, looked up): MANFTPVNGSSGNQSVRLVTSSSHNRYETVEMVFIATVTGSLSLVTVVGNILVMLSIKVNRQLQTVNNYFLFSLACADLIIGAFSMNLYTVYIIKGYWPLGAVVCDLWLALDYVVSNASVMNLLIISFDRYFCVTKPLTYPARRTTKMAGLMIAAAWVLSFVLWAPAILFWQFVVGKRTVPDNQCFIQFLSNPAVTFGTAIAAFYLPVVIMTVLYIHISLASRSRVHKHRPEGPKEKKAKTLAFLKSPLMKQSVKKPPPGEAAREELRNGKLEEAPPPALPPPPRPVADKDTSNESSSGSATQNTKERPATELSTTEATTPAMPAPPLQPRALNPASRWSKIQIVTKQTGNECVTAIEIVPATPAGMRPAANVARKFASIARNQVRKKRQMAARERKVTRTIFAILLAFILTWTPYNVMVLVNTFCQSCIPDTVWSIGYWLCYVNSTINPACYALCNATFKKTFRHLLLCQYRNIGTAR
# M1 antag: human CHRM1 antagonism | P11229 | CHO-K1 hM1, Fluo-8 calcium fluorescence, ACh EC80 antagonist | inhibition, % at 3 µM | 360,000 tested, 1.3% active | AID 588852;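 active = percent inhibition above its own plate's cutoff, namely the mean of that plate's compound wells plus 3 SD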;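 also: peak over basal fluorescence ratio during 140 s after agonist addition; 0% = ACh EC80 plus DMSO and 100% = DMSO alone without agonist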
# TAAR1 ag: human TAAR1 agonism. Q96RJ0. CHO RD-HGA16 TAAR1, Fluo-8 calcium fluorescence; vehicle wells 0%, saturating PEA agonist 100%. activation, % at 3 µM. 360,000 tested, 0.99% active. AID 624467;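 active = activation above the mean activation of all test compounds in the run plus 3 SD, cut at about 38% in these data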
#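 Signal – calcium-sensitive Fluo-8 signal, excitation 470-495, emission 515-575 nm · System – RD-HGA16 (CHO) cells co-expressing Gα16 and hTAAR1 · Incubation – 17-24 h seeding, 75 min 37 °C dye, 30 min RT · Compound dosing – 3 µM single concentration · Repeats – no replicates (n 1)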
# M1 ag: agonists of human M1 muscarinic receptor | P11229 | 360,000 tested, 0.33% active | CHO-K1 hM1, Fluo-8 calcium fluorescence, agonist mode; 0% DMSO, 100% acetylcholine EC100 | activation, % at 3 µM;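 active = activation above the run's mean compound activation plus 3 SD, cut at about 16% in these data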;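 also: peak over basal fluorescence ratio within a 140 s kinetic read after compound addition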
# M5 antag: antagonists of human muscarinic M5 receptor (CHRM5); P08912; CHO-hM5 cells, Fluo-8 calcium fluorescence, ACh EC80; inhibition, % at 3 µM; 360,000 tested, 0.59% active;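 active = inhibition above a per-plate cutoff, the mean of that plate's test compounds plus 3 SD, cut at about 27% in these data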;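 also: 0% = acetylcholine EC80 with DMSO and 100% = DMSO without agonist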
# Target sequence (P08912 whole entry, looked up): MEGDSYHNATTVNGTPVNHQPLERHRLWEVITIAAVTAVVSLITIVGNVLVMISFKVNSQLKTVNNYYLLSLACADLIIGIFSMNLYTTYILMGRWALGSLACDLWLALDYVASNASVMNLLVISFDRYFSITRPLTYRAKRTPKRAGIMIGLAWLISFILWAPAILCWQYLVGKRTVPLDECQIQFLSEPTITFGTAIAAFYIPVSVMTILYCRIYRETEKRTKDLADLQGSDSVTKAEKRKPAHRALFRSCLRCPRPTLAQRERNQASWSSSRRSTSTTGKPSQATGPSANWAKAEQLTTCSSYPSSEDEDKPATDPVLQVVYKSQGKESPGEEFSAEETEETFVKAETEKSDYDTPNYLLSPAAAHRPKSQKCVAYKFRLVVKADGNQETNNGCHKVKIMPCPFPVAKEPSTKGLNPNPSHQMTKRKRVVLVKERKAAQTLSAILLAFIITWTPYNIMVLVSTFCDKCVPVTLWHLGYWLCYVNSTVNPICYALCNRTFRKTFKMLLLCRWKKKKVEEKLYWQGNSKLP
# M4 antag: antagonists of human muscarinic M4 receptor (CHRM4). 360,000 tested, 0.73% active. inhibition, % at 3 µM. CHO-hM4 cells, ACh EC80, Fluo-8 calcium fluorescence. P08173;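 active = inhibition above its plate's cutoff, the mean inhibition of sample wells plus 3 SD, cut at about 27% in these data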;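 also: 0% = acetylcholine EC80 with DMSO and 100% = DMSO without agonist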
# CHRM5 agonist: CHRM5 agonism in calcium assay | 360,000 tested, 0.19% active | P08912 | activation, % at 3 µM | CHO-K1 hM5 cells, Fluo-8 calcium fluorescence; 0% DMSO wells, 100% maximal acetylcholine response | AID 624037;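 active = activation above the run's mean over test compounds plus 3 SD, cut at about 23% in these data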;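 also: signal is peak over basal fluorescence ratio across the kinetic read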
# CHRM5 PAM: CHRM5 positive allosteric modulation. AID 624038. CHO-K1 hM5, Fluo-8 calcium, ACh EC20 PAM; 0% = ACh EC20, 100% = ACh EC100. P08912. 360,000 tested, 0.3% active. activation, % at 3 µM;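 active = activation above the run cutoff, the mean activation of all test compounds plus 3 SD, cut at about 18% in these data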
#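 Test system: CHO-K1 hM5 cells / Doses: single-point, 3 µM nominal / Times: Post-acetylcholine fluorescence recording 140 s / Technique: Fluo-8 calcium fluorescence / Measure: Max/basal fluorescence ratio as % of EC20–EC100 ACh window / Benchmarks: low control EC20 acetylcholine (0%), high control EC100 acetylcholine (100%) / Replicates: one well per compound, no replicates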
# * marks the source's active call; other numbers are inactive results; / = no result given. Not all compounds are listed (hit frequency here may not be typical).
SMILES,CHRM1 PAM,M4 ag,M1 antag,TAAR1 ag,M1 ag,M5 antag,M4 antag,CHRM5 agonist,CHRM5 PAM
O=c1[nH]c2ccccc2n1C1CCN(C(CCc2ccccc2)c2nnnn2C2CCCCC2)CC1 (stereo not drawn),2.5,16.7,-11.1,9.3,0.5,18.0,4.5,2.7,-13.3
N#Cc1ccc(Cn2cc(C=O)c3ccccc32)cc1,20.1,1.3,-10.5,3.4,1.1,12.4,-9.7,0.3,-2.4
CCCCCCn1c(O)c(C(C)=NC)c(=O)[nH]c1=O,1.0,2.4,2.3,-1.9,-3.8,-13.4,-4.2,4.0,1.4
CCC1CN1P(=S)(N1CC1CC)N1CC1CC (stereo not drawn),16.8,0.3,-13.6,5.5,0.7,10.2,-3.7,1.9,9.0
CCOc1ccc(-c2c(C)n(-c3ccc(OCC)cc3)c3[n+]2CCCCC3)cc1,-10.3,12.2,30.2,5.1,0.1,34.5*,21.3,-4.3,-30.2
CC(=O)O[C@H]1C(=O)[C@@]2(C)C([C@H](OC(=O)c3ccccc3)[C@]3(O)C[C@H](OC(=O)[C@H](O)[C@@H](NC(=O)Cc4ccccc4)c4ccccc4)C(C)=C1C3(C)C)[C@]1(OC(C)=O)CO[C@@H]1C[C@@H]2O (stereo partly drawn),1.3,0.2,-7.9,3.4,-7.4,1.6,-7.7,0.9,-6.8
COc1ccc(N=Cc2c(O)n(C)c(=O)[nH]c2=O)cc1,-1.8,0.1,-3.8,0.4,-2.4,-3.5,1.1,-0.8,10.2
O=C(Cc1cccs1)N1Cc2ccccc2-n2nncc2C1,-4.7,1.7,4.4,1.8,-1.6,4.2,-2.1,3.0,-1.4
CC1C(c2cccs2)=[N+]([O-])C(C)(C(=O)c2ccc(Cl)cc2)N1O (stereo not drawn),9.2,-0.2,-12.4,0.6,-3.9,-8.1,-7.8,-10.1,5.0
O=C1NCN(c2ccccc2)C12CCN(C(c1ccccc1)c1nnnn1Cc1ccccc1)CC2 (stereo not drawn),4.6,17.4,-27.2,8.7,1.6,3.6,1.5,7.8,-14.8
OCC1CN1C1CCCCC1 (stereo not drawn),5.4,0.7,-9.3,-0.2,-2.7,8.7,-4.1,0.4,-9.5
NNC(=O)c1ccc(O)cc1,-1.0,0.3,6.5,10.3,-3.0,5.5,-3.9,-0.2,-7.1
COCc1cc(OC(=O)N(C)C)nc(-c2ccc(C)c(Cl)c2)n1,8.6,-0.1,-11.8,1.0,-2.6,-4.9,-2.9,2.0,1.5
O[C@H]1C2CCC1C(N1CCCCC1)CC2 (stereo partly drawn),8.4,0.4,-14.2,-0.3,-5.5,-0.6,2.6,-5.5,3.7
O=C(NC(=S)N1CC1)c1ccccc1,10.8,2.0,-12.5,1.8,2.3,7.7,-10.1,5.7,2.2
COc1ccc(C2SCC(=O)Nc3c2c(C)nn3C2CCOC(C)(C)C2)cc1OC (stereo not drawn),7.7,-0.4,-8.0,4.0,-4.4,-0.6,-5.5,1.9,4.0
Cc1cc(C=C2C(=O)N(C)C(=S)N(C)C2=O)c(C)n1-c1ccncc1,12.0,0.9,-17.1,2.3,-1.5,-11.9,4.6,6.2,15.6
Cn1cc(C(=O)OCC(=O)NC2CCCCC2)c2ccccc21,-2.0,2.7,4.3,-0.9,-5.9,4.8,-15.6,-4.9,-8.2
N#CCCn1cc(C(=O)Nc2ccccc2Br)c(-c2ccc3c(c2)OCCO3)n1,-0.7,3.0,6.4,1.0,-1.8,-0.4,2.3,-0.5,-4.9
CCCCC(=O)N/N=C/c1c(O)n(CCCC)c(=S)[nH]c1=O,2.9,1.0,-1.7,-0.5,-3.6,0.5,7.7,-2.8,4.7
Cc1ccc(/C=C2\C(=O)NC(=O)N(Cc3ccccc3Cl)C2=O)o1,-6.2,2.4,0.8,13.9,-3.9,-3.2,2.1,2.5,0.9
CN1CCN2c3ccccc3CC3(C(=O)N(C)C(=O)N(C)C3=O)C2C1 (stereo not drawn),-0.9,0.1,-3.2,0.1,0.1,6.0,0.2,-0.3,10.2
CC1CN1P(=S)(c1ccccc1)N1CC1C (stereo not drawn),16.2,0.5,-17.6,0.7,-0.8,2.4,-3.0,3.2,-3.5
CN(C)C1(CNC(=O)Cc2ccccc2F)CCCCC1,-10.6,1.1,15.2,-1.1,-4.6,9.8,9.3,-6.0,-6.5
CNC(=S)NC1CC2CCCC(C1)N2CC(C)C (stereo not drawn),-11.0,-0.5,22.7,2.5,-8.4,6.0,-0.9,-4.9,-3.4

# Fetched by structure from the entries so far, three records:
SMILES,CHRM1 PAM,M4 ag,M1 antag,TAAR1 ag,M1 ag,M5 antag,M4 antag,CHRM5 agonist,CHRM5 PAM
O=c1[nH]c2ccccc2n1C1CCN(C(CCc2ccccc2)c2nnnn2C2CCCCC2)CC1 (stereo not drawn),2.5,16.7,-11.1,9.3,0.5,18.0,4.5,2.7,-13.3
CCC1CN1P(=S)(N1CC1CC)N1CC1CC (stereo not drawn),16.8,0.3,-13.6,5.5,0.7,10.2,-3.7,1.9,9.0
CNC(=S)NC1CC2CCCC(C1)N2CC(C)C (stereo not drawn),-11.0,-0.5,22.7,2.5,-8.4,6.0,-0.9,-4.9,-3.4

# By substructure: those above with a thiophene ring, fused or not
SMILES,CHRM1 PAM,M4 ag,M1 antag,TAAR1 ag,M1 ag,M5 antag,M4 antag,CHRM5 agonist,CHRM5 PAM
O=C(Cc1cccs1)N1Cc2ccccc2-n2nncc2C1,-4.7,1.7,4.4,1.8,-1.6,4.2,-2.1,3.0,-1.4
CC1C(c2cccs2)=[N+]([O-])C(C)(C(=O)c2ccc(Cl)cc2)N1O (stereo not drawn),9.2,-0.2,-12.4,0.6,-3.9,-8.1,-7.8,-10.1,5.0

# Continuation.
SMILES,CHRM1 PAM,M4 ag,M1 antag,TAAR1 ag,M1 ag,M5 antag,M4 antag,CHRM5 agonist,CHRM5 PAM
CCCCCCCCCCOC(=O)CCN1CC1,-5.2,-0.2,-0.8,/,-2.3,16.3,-5.3,0.3,-2.8
O=C1NC2C(O)C(O)C(O)C(O)C2c2cc3c(c(O)c21)OCO3 (stereo not drawn),14.1,-0.2,-22.1,2.6,2.2,-2.8,-4.4,6.4,6.9
c1ccc2c(c1)[IH]c1ccccc1-2,-10.0,3.8,13.8,4.6,-4.3,12.1,3.2,0.5,-6.1
CCOP(=O)(OCC)c1cc(C)c(O)c(C(C)(C)C)c1,7.5,0.0,-13.0,-0.6,-3.6,1.9,4.7,-6.6,4.9
O=C(O)[C@H]1C[C@@H]1[C@H](NP(=O)(c1ccccc1)c1ccccc1)c1ccccc1,20.3,-0.2,-16.4,3.9,1.1,-3.4,-9.1,1.7,2.5
C=CCn1c(O)c(C=NCCN2CCOCC2)c(=O)[nH]c1=S,15.6,0.1,-16.0,3.2,-3.4,6.2,-0.7,-2.0,-4.8
CCOC(=O)C(O)(c1ccc(NC(=S)NC(=O)c2ccc(Cl)cc2Cl)c(C)c1)C(F)(F)F (stereo not drawn),-11.5,40.1*,48.5*,76.1*,22.2*,37.4*,30.9*,23.0,-14.2
COc1ccc(OC)c(-n2c(O)c(C=Nc3c(C)n(C)n(-c4ccccc4)c3=O)c(=O)[nH]c2=O)c1,3.0,1.0,1.9,6.9,-9.2,3.1,-4.8,-3.2,1.0
CC(=O)N(C)CC#CCN1CCCC(CO)C1 (stereo not drawn),-4.8,0.4,9.7,9.8,-7.2,1.4,-19.7,-8.0,0.3
CCOc1ccccc1N1C(=O)NC(=O)C(CCc2ccncc2)(CCc2ccncc2)C1=O,1.5,0.2,-20.9,9.4,-2.8,0.0,-0.9,-1.9,-6.4
CN(C)c1ccc(/C=C/C=C2/C(=O)NC(=O)N(c3ccccc3)C2=O)cc1,-4.0,6.2,6.9,8.9,15.5,7.1,-0.6,10.2,3.2
O=P(O)(O)Cc1c(Cl)cccc1Cl,3.2,0.6,-5.6,2.2,-3.9,-1.2,-15.7,-2.3,8.7
CCOC(=O)[C@]12Cc3cc(C)ccc3[C@H]1N(Cc1ccccc1)C(=O)c1cc(OC)ccc12,/,-0.7,/,-1.2,/,-10.4,-1.8,0.6,8.0
Cc1cc([N+](=O)[O-])c2ccccc2[n+]1[O-],17.2,-0.4,-20.2,/,1.3,2.9,9.3,5.7,6.2
CC(C)(C)NS(=O)(=O)c1ccc(OCC(=O)N2CCN(Cc3ccccc3)CC2)cc1,4.9,5.8,-0.9,2.6,-0.4,3.9,-4.1,5.5,2.6
COc1cc(C(=O)N2Cc3ccc(Br)cc3-n3nncc3C2)cc(OC)c1OC,-0.2,2.2,1.1,1.8,0.3,7.6,-5.0,4.3,-1.3
O=Cc1cn(Cc2ccccc2[N+](=O)[O-])c2ccccc12,-3.2,8.4,5.7,5.7,-3.8,4.3,2.6,4.9,-8.1
O=C(N/N=C/c1c(O)n(C2CCCCC2)c(=S)[nH]c1=O)c1ccccc1O,-0.6,-0.1,-0.7,-0.3,-2.5,8.4,1.3,-3.0,-3.1
Cc1c(N)c(C)c([N+](=O)[O-])c(C)c1[N+](=O)[O-],10.1,1.2,-12.7,3.5,-5.8,-4.3,-2.5,-5.3,-1.3
NP(=O)(OCCCCc1ccccc1)Oc1ccccc1Cl (stereo not drawn),2.3,6.5,-6.4,3.2,-0.9,-2.7,-5.6,5.0,2.9
Cn1c(O)c(/C=N/c2ncccn2)c(=O)n(C)c1=O,4.0,1.2,-9.3,6.5,-1.2,-1.9,-12.2,-1.5,-0.5
O=C(Nc1ccc(F)cc1)OC1CN2CCC1CC2 (stereo not drawn),-18.6,0.5,33.4,0.8,-9.0,12.9,5.1,-22.0,-16.2
COc1cc(/C=N/NC(=O)CN2CC(c3ccccc3)CC2=O)ccc1OC(=O)N(C)C (stereo not drawn),7.4,-0.1,-7.0,5.2,-2.3,-3.0,-2.3,3.0,1.5
O=C(O)c1cc(Oc2ccc(C(F)(F)F)cc2Cl)ccc1[N+](=O)[O-],5.3,0.2,-23.2,-0.2,-1.7,3.0,-1.5,-0.5,-0.3
CC1CCCCC12C(=O)NC(=O)NC2=O (stereo not drawn),4.7,-0.1,-10.3,2.7,-2.1,6.9,4.6,0.6,4.7
# New compounds follow
SMILES,CHRM1 PAM,M4 ag,M1 antag,TAAR1 ag,M1 ag,M5 antag,M4 antag,CHRM5 agonist,CHRM5 PAM
CC1(C)OC1COc1c2occc2cc2ccc(=O)oc12 (stereo not drawn),3.0,0.5,-19.4,1.6,0.3,-9.6,-3.9,8.8,7.0
O=C(O)c1ccc(-n2c(O)c(/C=C3\C=Nc4ccccc43)c(=O)[nH]c2=O)cc1,14.7,0.8,-10.3,8.0,-0.1,5.4,-3.1,-4.2,-2.8
CP(=O)(Nc1ccc(Cl)cc1)c1nc2c(s1)CCCC2 (stereo not drawn),2.1,3.6,-4.7,-0.9,-1.7,-2.4,2.3,-7.6,-1.0
O=C1NC(=S)NC(=O)C1=Cc1cccn1-c1ccc(O)cc1,-1.9,1.1,10.1,2.7,-4.8,-2.8,1.6,-3.4,0.0
CC(C)(C)C(=O)OCC12CCC(O1)C1(C)C(=O)OCC21 (stereo not drawn),2.5,0.0,-1.8,10.6,-4.4,6.6,-1.1,-2.4,0.7
CN1C(=O)/C(=C/c2cccn2-c2ccc3ccccc3c2)C(=O)NC1=S,0.9,0.6,-34.9,5.1,-1.8,-0.9,-7.5,-1.9,7.5
